Screening data: PubChem, several laboratories
NPY2 pot ag: NPY-Y2 potentiators or agonists, primary screen, cell-based. Neuropeptide Y receptor type 2 (Homo sapiens), P49146. cells expressing NPY-Y2, potentiator/agonist read-out. activation, % at 3.6 µM. hit rate 0.45% among 220,000. AID 1359, 2008; in the data active means activation above about 27%;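 further: cells stimulated with NPY near EC25 plus isoproterenol at EC100; 0% = vehicle plus submaximal agonist and 100% = vehicle plus saturating agonist; some results beyond the cut were filed as inactive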
S1P4 ag: S1P4 receptor agonists, primary screen, cell-based | S1P4-expressing cell line, agonist reporter assay | activation, % at 4.98 µM | hit rate 0.35% among 220,000; in the data active means activation above about 11%;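 further: 0% = DMSO vehicle and 100% = reference agonist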
Target sequence (O95977 whole entry, looked up): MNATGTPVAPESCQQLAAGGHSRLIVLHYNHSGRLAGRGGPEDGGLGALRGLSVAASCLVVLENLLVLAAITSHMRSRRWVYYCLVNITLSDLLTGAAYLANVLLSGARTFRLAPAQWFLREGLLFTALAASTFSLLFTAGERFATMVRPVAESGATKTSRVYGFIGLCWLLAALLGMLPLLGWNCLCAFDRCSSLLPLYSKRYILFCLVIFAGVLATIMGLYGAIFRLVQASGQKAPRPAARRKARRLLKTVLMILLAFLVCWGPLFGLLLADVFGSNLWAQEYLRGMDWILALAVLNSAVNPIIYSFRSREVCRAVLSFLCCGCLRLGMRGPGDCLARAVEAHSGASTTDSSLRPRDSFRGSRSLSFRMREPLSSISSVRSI
NPY Y1 blocker: NPY-Y1 receptor antagonists, primary screen, cell-based | AID 1040, 2008 | hit rate 1% among 200,000 | inhibition, % at 3.6 µM | HEK293-CNG Y1 cells, membrane potential fluorescence; NPY at EC95, then isoproterenol | Neuropeptide Y receptor type 1 (Homo sapiens), P25929;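 active means inhibition above the campaign mean inhibition of all tested compounds plus 3 SD, cut at about 20% in these data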;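 further: 0% = DMSO wells given NPY plus isoproterenol and 100% = isoproterenol alone without NPY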
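Material: HEK293 Y1/CNG channel cell line | Also added: NPY (25 nM), isoproterenol (1 µM), Ro 20-1724 (25 µM) | Compound: One concentration, 3.6 µM, in 0.4% DMSO | Schedule: 3 h dye uptake, 1 h room-temperature compound, 45 min post-isoproterenol | Signal: Membrane-potential fluorescent dye readout | Read-out: % inhibition of NPY effect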
eIF4E-4G inh: eIF4E–eIF4G protein interaction inhibitors, primary screen, biochemical, uHTS, TR-FRET, eIF4GI fragment. Eukaryotic translation initiation factor 4E (Mus musculus) + Eukaryotic translation …. inhibition, % at 21.7 µM. TR-FRET eIF4E-eIF4GI(517-606) binding, 2 h. hit rate 0.37% among 220,000;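 active means inhibition above about 30%, limit read from the data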;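 further: 0% = full FRET control wells and 100% = background wells lacking eIF4GI fragment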
EP2 antag: human EP2 receptor antagonists, primary screen, TR-FRET cAMP, C6 glioma cells; Prostaglandin E2 receptor EP2 subtype (Homo sapiens), P43116; C6 glioma cells expressing human EP2; cells stimulated with saturating PGE2; inhibition, % at 25 µM; hit rate 0.52% among 260,000;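 active means percent inhibition above 40 after rounding to a whole number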;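 further: rat C6 glioma host cells with rolipram phosphodiesterase inhibitor present; the protocol text gives 20 µM as final concentration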
Target sequence (P43116 whole entry, looked up): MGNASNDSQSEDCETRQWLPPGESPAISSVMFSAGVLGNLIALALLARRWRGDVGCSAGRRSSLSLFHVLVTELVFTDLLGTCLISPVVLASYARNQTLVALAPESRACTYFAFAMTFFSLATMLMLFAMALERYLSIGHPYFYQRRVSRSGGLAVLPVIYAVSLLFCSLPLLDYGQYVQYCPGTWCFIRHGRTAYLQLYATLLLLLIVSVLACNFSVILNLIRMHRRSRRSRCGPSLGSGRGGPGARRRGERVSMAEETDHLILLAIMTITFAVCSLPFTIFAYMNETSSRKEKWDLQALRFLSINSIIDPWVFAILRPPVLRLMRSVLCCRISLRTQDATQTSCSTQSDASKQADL
p97 inhibitor: inhibitors of human p97 ATPase, primary screen, biochemical | Transitional endoplasmic reticulum ATPase (Homo sapiens), P55072 | recombinant p97 ATPase, Kinase-Glo ATP luminescence, 3 h | inhibition, % at 8 µM | hit rate 0.42% among 220,000 | AID 1481, 2009; in the data active means inhibition above about 15%;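 further: 0% = DMSO vehicle and 100% = wells lacking enzyme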
S1P4 antagonist: S1P4 receptor antagonists, primary screen, cell-based; Sphingosine 1-phosphate receptor 4 (Homo sapiens), O95977; S1P4-expressing cells, antagonist mode, reporter read-out; inhibition, % at 4.98 µM; hit rate 0.26% among 220,000; in the data active means inhibition above about 29%;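 further: 0% = wells stimulated with agonist and 100% = vehicle wells without agonist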
EP2 modulator: EP2 receptor modulators, cAMP readout, primary screen, cell-based, HTRF cAMP, PGE2 stimulation | Prostaglandin E2 receptor EP2 subtype (Homo sapiens), P43116 | EP2-expressing cells, cAMP HTRF FRET, PGE2 co-stimulation | induction, % at 25 µM | hit rate 0.83% among 260,000;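 active means compounds whose cAMP rise, as percent of the full-agonist control response, exceeds 60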;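 further: rat C6 glioma line stably carrying human EP2 under a CMV promoter; the protocol text gives 20 µM as final concentration; 100% = response of wells given 1 µM PGE2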
NPY-Y1 PAM-ag: NPY-Y1 receptor potentiators or agonists, primary screen, cell-based | Neuropeptide Y receptor type 1 (Homo sapiens), P25929 | NPY-Y1 expressing cells, potentiator/agonist activation | activation, % at 3.6 µM | hit rate 0.37% among 220,000; in the data active means activation above about 33%, passing the limit was not always enough;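 further: cells stimulated with NPY at EC10 then isoproterenol at EC100; 0% = low agonist plus stimulus and 100% = saturating agonist plus stimulus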
Active calls of the source: *; nt = not tested or not shown; & = joins results of further samples; [ ] = dose if it differs, or a comment. Not all compounds are listed; the hit share may differ from the screen's.

Key to letters: A = NPY2 pot ag; B = S1P4 ag; C = NPY Y1 blocker; D = eIF4E-4G inh; E = EP2 antag; F = p97 inhibitor; G = S1P4 antagonist; H = EP2 modulator; I = NPY-Y1 PAM-ag
CCCCC(=O)Nc1nc(C)c(-c2csc(Nc3ccccc3OC)n2)s1
  A: 18.3	B: 0.2	C: 1.9	D: 2.1	E: 13.8	F: 0.6	G: -11.8	H: 9.0	I: 12.6
CCCc1cc(=O)n2[nH]c(SCc3ccccc3)nc2n1
  A: -7.0	B: -0.2	C: 12.1	D: -8.3	E: 7.8	F: 6.2	G: 0.3	H: 22.8	I: 1.0
CC(=O)/C(C=Nc1noc(C)c1Br)=C(\C)O
  A: -2.2	B: 0.7	C: nt	D: -0.2	E: 10.1	F: 12.2	G: -6.0	H: 21.9	I: 15.0
Cc1csc(SCC(=O)O)n1
  A: -28.2	B: -0.3	C: 1.9	D: -1.9	E: 16.0	F: 1.3	G: 6.0	H: 18.9	I: -14.4
Cc1cccc(C(=O)N/N=C/c2ccc(OCC(=O)N3CCCCC3)cc2)c1
  A: 1.2	B: 1.2	C: 2.5	D: -9.6	E: 8.7	F: -1.3	G: -4.2	H: -11.7	I: -12.2
C/C(CC(=O)Nc1ccccn1)=N\NC(=O)c1cccc(C)c1
  A: 10.2	B: 2.5	C: 3.2	D: -2.8	E: 9.7	F: 3.1	G: -1.9	H: 21.6	I: 5.7
Cc1cc(C(=O)OCC(=O)Nc2cc(C(F)(F)F)ccc2N2CCOCC2)c(C)o1
  A: -25.7	B: -1.0	C: 15.5	D: nt	E: 9.3	F: -10.0	G: 0.5	H: 49.9	I: -38.8
COCCCNC(=O)c1c[nH]c2ccc(S(=O)(=O)N3CCC(C)CC3)cc2c1=O
  A: -10.1	B: 1.2	C: 0.7	D: 7.6	E: -0.6	F: 0.1	G: 1.1	H: -15.1	I: -1.5
COC(=O)C1=C(C)NC(=O)C1(NS(=O)(=O)c1ccc(C)cc1)C(F)(F)F (stereo not given)
  A: 24.3	B: 0.6	C: 4.1	D: 0.9[fluorescence artefact?]	E: 10.1	F: 2.8	G: -6.0	H: 1.8	I: 2.6
O=C(Nc1nc(-c2ccccn2)cs1)C1CC1
  A: 3.2	B: 3.4	C: 3.4	D: -1.0	E: 10.1	F: 4.7	G: -3.8	H: -17.0	I: -0.5
CCc1ccc(OCC(=O)NN2Cc3ccccc3C2=N)cc1
  A: -6.0	B: 0.5	C: 0.1	D: -0.5	E: 5.7	F: -2.6	G: -17.8	H: 21.8	I: -6.0
CCn1c(CSCc2ccc(Cl)cc2)nnc1SCC(=O)Nc1cccc(C(=O)O)c1
  A: 3.2	B: -0.4	C: 9.3	D: 2.9	E: 1.9	F: -4.2	G: -6.3	H: 13.8	I: 5.0
COc1ccc(N2C(=O)CC2(/C=C/c2ccccc2OC)C(=O)NC2CCCC2)cc1 (stereo not given)
  A: -3.4	B: 0.0	C: 0.2	D: -3.0[fluorescence artefact?]	E: 1.6	F: -7.2	G: -5.5	H: 27.1	I: -2.3
CC(C)=CCC/C(C)=C/CC/C(C)=N/O
  A: 9.5	B: 0.4	C: 3.9	D: 6.2	E: 11.7	F: 0.0	G: 6.1	H: 12.3	I: -10.3
O=C(CN(CC1CCCO1)S(=O)(=O)c1ccc(S(=O)(=O)NC2CC2)cc1)Nc1ccccc1 (stereo not given)
  A: -21.3	B: -1.0	C: 0.8	D: 0.5	E: 3.8	F: -3.1	G: 5.0	H: 43.8	I: -11.2
CCC(=O)c1c(NC(CC)CO)cc(C)oc1=O (stereo not given)
  A: -5.9	B: 0.9	C: 0.1	D: 1.6	E: 0.6	F: 3.6	G: -11.9	H: 14.0	I: 4.3
Cc1nn2c3ccccc3nc2n(C)c1=O
  A: 4.6	B: 0.3	C: 2.8	D: 2.2	E: 8.2	F: 1.9	G: -7.2	H: -6.9	I: 17.2
O=C(O)c1ccc(S(=O)(=O)c2ccc3c(c2)C(=O)N(NC(=O)c2ccccc2)C3=O)cc1
  A: -1.5	B: -1.6	C: -0.6	D: 0.3	E: 3.6	F: 1.8	G: 2.0	H: 26.5	I: 13.8
COc1ccc(-c2nc3n(n2)C(c2ccncc2)C(C(N)=O)=C(C)N3)cc1 (stereo not given)
  A: 5.2	B: 1.9	C: 0.3	D: 8.8	E: nt	F: -4.2	G: -18.7	H: 5.9	I: 8.5
O=C(O)c1nc(-c2ccccc2)n(-c2cccc(C(F)(F)F)c2)n1
  A: -10.9	B: -1.4	C: -0.7	D: 0.1	E: 6.3	F: 3.0	G: -0.8	H: 6.2	I: -20.7
Cc1cc(C(=O)O)c(=O)[nH]c1C
  A: 3.9	B: 0.6	C: 1.8	D: -0.4	E: 10.3	F: -1.1	G: -9.0	H: 28.5	I: -15.3
COc1ccccc1N1C(=O)c2ccccc2NC1C(OC)OC (stereo not given)
  A: 4.2	B: -0.6	C: -2.2	D: -2.2	E: 6.0	F: 1.1	G: -9.3	H: -17.5	I: -9.5
COc1ccc2cc(C(=O)N3CCOCC3)sc(=O)c2c1OC
  A: -18.1	B: 3.4	C: 4.6	D: 1.5	E: 12.0	F: 2.0	G: 5.0	H: 16.7	I: -19.7
CC(=O)Nc1ccc(OCC(O)CN2CCN(c3ccccc3Cl)CC2)cc1 (stereo not given)
  A: 6.4	B: -0.5	C: 5.0	D: 5.1	E: 15.8&17.6	F: -0.5	G: -13.5	H: -45.6&6.0	I: -15.9
CC(O)CNCCCOc1cccc(Oc2ccccc2)c1 (stereo not given)
  A: -6.6	B: -1.6	C: 5.1	D: 4.2	E: 8.3	F: 2.9	G: 1.8	H: 16.1	I: 6.7
O=C1CN(C(=O)COC(=O)CCCOc2ccccc2)c2ccccc2N1
  A: -13.6	B: 1.9	C: 7.9	D: 3.0	E: 6.2	F: -4.1	G: -22.3	H: -36.1	I: -18.4
COC(=O)C1=C(C)N(CCCC(=O)O)C(=O)NC1c1ccc(-c2ccccc2)cc1 (stereo not given)
  A: -9.5	B: -0.2	C: -1.5	D: 3.8[fluorescence artefact?]	E: 4.2	F: -0.9	G: -14.9	H: 13.9	I: -24.7
CC(C)CNC(=S)NNC(=O)c1ccco1
  A: -16.2	B: 0.7	C: -0.2	D: 0.5	E: 5.3	F: -6.3	G: -1.8	H: 19.9	I: 7.6

By substructure, the compounds so far containing a halogen
Key to letters: A = NPY2 pot ag; B = S1P4 ag; C = NPY Y1 blocker; D = eIF4E-4G inh; E = EP2 antag; F = p97 inhibitor; G = S1P4 antagonist; H = EP2 modulator; I = NPY-Y1 PAM-ag
CC(=O)/C(C=Nc1noc(C)c1Br)=C(\C)O
  A: -2.2	B: 0.7	C: nt	D: -0.2	E: 10.1	F: 12.2	G: -6.0	H: 21.9	I: 15.0
Cc1cc(C(=O)OCC(=O)Nc2cc(C(F)(F)F)ccc2N2CCOCC2)c(C)o1
  A: -25.7	B: -1.0	C: 15.5	D: nt	E: 9.3	F: -10.0	G: 0.5	H: 49.9	I: -38.8
COC(=O)C1=C(C)NC(=O)C1(NS(=O)(=O)c1ccc(C)cc1)C(F)(F)F (stereo not given)
  A: 24.3	B: 0.6	C: 4.1	D: 0.9[fluorescence artefact?]	E: 10.1	F: 2.8	G: -6.0	H: 1.8	I: 2.6
CCn1c(CSCc2ccc(Cl)cc2)nnc1SCC(=O)Nc1cccc(C(=O)O)c1
  A: 3.2	B: -0.4	C: 9.3	D: 2.9	E: 1.9	F: -4.2	G: -6.3	H: 13.8	I: 5.0
O=C(O)c1nc(-c2ccccc2)n(-c2cccc(C(F)(F)F)c2)n1
  A: -10.9	B: -1.4	C: -0.7	D: 0.1	E: 6.3	F: 3.0	G: -0.8	H: 6.2	I: -20.7
CC(=O)Nc1ccc(OCC(O)CN2CCN(c3ccccc3Cl)CC2)cc1 (stereo not given)
  A: 6.4	B: -0.5	C: 5.0	D: 5.1	E: 15.8&17.6	F: -0.5	G: -13.5	H: -45.6&6.0	I: -15.9
